Screening data: PubChem BioAssay, several laboratories
Smad3 inh: Smad3 (human) transcription factor binding inhibition; P84022; TR-FRET Smad3/Dy647-FoxH1 peptide binding, europium anti-His; inhibition, % at 25 µM; 88,000 compounds, 0.29% hits;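 active means compounds that reduce the energy-transfer binding signal between the protein and its labelled peptide by more than half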;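 further: 0% = Smad3 plus labelled peptide maximal FRET and 100% = peptide-only background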
Target sequence (P84022 whole entry, looked up): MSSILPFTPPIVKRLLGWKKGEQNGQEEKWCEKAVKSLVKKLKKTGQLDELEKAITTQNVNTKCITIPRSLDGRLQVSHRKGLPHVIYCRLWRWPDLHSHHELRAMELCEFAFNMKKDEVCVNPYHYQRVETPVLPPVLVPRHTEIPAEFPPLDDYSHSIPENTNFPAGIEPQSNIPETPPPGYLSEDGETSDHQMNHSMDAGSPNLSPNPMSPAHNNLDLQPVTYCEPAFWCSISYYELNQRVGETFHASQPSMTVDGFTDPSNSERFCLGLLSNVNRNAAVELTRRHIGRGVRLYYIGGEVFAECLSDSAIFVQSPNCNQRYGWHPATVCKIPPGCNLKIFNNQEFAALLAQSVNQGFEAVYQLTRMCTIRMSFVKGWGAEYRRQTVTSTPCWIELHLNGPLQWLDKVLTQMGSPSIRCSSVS
CD11b adhes enh: CD11b/CD18-fibrinogen binding enhancement. P05107+P11215. K562 CD11b/CD18 adhesion to fibrinogen, ATPlite luminescence. activation, % at 10 µM. 93,000 compounds, 0.07% hits;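 active means 10 µM primary screen giving 50% or more activity, confirmed by 40% or more on retest at that dose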; further: strong numbers were not always called active; reference of the scale not given here
sEH inh: soluble epoxide hydrolase (human) inhibition; recombinant human sEH enzymatic activity assay; inhibition, % at 2 µM; P34913; 91,000 compounds, 0.34% hits; in the data active means inhibition above about 80%; further: values of inactives mirror those of a sister screen read the other way; many of its hits are not listed in these tables
MT1-MMP txn act: MT1-MMP promoter transcription activation; HT1080 MT1-MMP promoter luciferase reporter, luminescence, overnight; hits give high values; activation factor at 10 µM; 86,000 compounds, 0.16% hits; AID 750;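 active means activation factor of at least 2 for MT1-MMP transcription at 10 µM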
Mac1 fbg inh: CD11b/CD18-fibrinogen binding inhibition; K562 CD11b/CD18 adhesion to fibrinogen, ATPlite luminescence; Mn2+ added to activate the integrin; AID 1497; 93,000 compounds, 0.54% hits; inhibition, % at 10 µM;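 active means primary inhibition of 50% or more at 10 µM, then 40% or more on retest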; further: some results filed as inactive read as strong as hits
ERa coact pot: enhances coactivator binding to human estrogen receptor alpha. coactivator binding (% of control), % at 25.6 µM. AID 639. P03372. 86,000 compounds, 1.3% hits. TR-FRET ERalpha-LBD/SRC-Cy5 coactivator binding, 2 h; 100 = basal binding, no effect; in the data active means activity above about 200%;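 further: binding measured in presence of low estradiol as agonist stimulus; 0% = peptide alone without receptor and 100% = receptor with peptide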
Target sequence (P03372 whole entry, looked up, the tested form may be a part): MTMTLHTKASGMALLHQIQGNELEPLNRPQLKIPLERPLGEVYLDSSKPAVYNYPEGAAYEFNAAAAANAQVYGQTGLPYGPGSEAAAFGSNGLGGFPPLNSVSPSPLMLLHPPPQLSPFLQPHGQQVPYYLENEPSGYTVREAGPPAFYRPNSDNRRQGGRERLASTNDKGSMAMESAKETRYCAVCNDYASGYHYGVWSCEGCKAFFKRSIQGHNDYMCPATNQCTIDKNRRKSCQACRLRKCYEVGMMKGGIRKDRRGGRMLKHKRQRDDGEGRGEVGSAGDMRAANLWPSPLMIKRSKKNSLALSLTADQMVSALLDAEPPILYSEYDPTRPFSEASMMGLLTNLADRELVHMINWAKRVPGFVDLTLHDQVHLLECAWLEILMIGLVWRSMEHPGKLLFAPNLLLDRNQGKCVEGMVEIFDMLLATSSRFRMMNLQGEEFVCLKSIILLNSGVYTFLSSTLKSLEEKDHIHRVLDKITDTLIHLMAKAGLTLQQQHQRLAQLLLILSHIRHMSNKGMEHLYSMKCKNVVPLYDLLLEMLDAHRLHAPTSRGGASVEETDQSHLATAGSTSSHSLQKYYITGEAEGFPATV
ERb SRC1 inh: ER-beta (human) coactivator binding inhibition | TR-FRET ER-beta LBD / SRC1-Cy5 peptide binding; receptor agonist-loaded with 1 µM estradiol | 86,000 compounds, 1.3% hits | inhibition, % at 25.6 µM | Q92731 | AID 633;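 active means compounds whose percent inhibition of the receptor-coactivator binding signal exceeds about 50% in the single-dose screen, limit read from the data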;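 further: 0% = receptor plus peptide wells without compound and 100% = peptide-only wells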
sEH act: increases human soluble epoxide hydrolase activity | purified human sEH enzymatic activity, activator screen | activation, % at 2 µM | 91,000 compounds, 0.04% hits | AID 717; in the data active means activation above about 37%; further: values of inactives mirror those of a sister screen read the other way
Calb biofilm kill: kills Candida albicans biofilms | C. albicans biofilm + clotrimazole, Alamar Blue | inhibition, % at 6 µM | 85,000 compounds, 0.14% hits;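 active means inhibition above 20%; inactive means inhibition below 20%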;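 further: preformed 24 hr biofilms exposed to compound for 48 hr; 0% = biofilm without compound and 100% = blank killed by clotrimazole plus chlorhexidine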
* marks the source's active call; other numbers are inactive results; . = not tested or not shown; [ ] = remark or other dose. This is a subset (hit frequency here may not be typical).

SMILES	Smad3 inh	CD11b adhes enh	sEH inh	MT1-MMP txn act	Mac1 fbg inh	ERa coact pot	ERb SRC1 inh	sEH act	Calb biofilm kill
Oc1c(C(c2ccco2)N2CCN(C(c3ccccc3)c3ccccc3)CC2)sc2ncnn12 (stereo unspecified)	-5	13	0	1	-8	68[fluorescence artefact?]	13[fluorescence artefact?]	0	-4
COc1cc(NC(=O)CSc2nc3ccccc3c(=O)n2C)ccc1NC(=O)c1ccco1	9	-7	-4	1.3	-10	129[fluorescence artefact?]	50[fluorescence artefact?]	4	6
COc1ccc2occ(NC(C)=O)c2c1	-2	2	3	1.2	6	99	4	-1	8
COc1ccc(-c2cc(C(F)(F)F)nc(SCC(=O)NCCN3CCOCC3)n2)cc1OC	5	.	0	1.1	.	119	-9	0	1
O=c1c(F)cn(C2CCCO2)c(=O)n1Cc1c(F)cccc1Cl (stereo unspecified)	-4	-1	24	1.1	-9	98	-3	-19	.
CCOc1cccc(NC(=O)Cn2nc(-c3ccc4c(c3)OCCO4)ccc2=O)c1	-29[fluorescence artefact?]	.	2	1.2	.	214*	1[fluorescence artefact?]	3	-4
COc1ccccc1N(C)S(=O)(=O)c1ccc(C(=O)NC(C)(C)C)cc1	.	-1	-8	.	-35	.	.	6	.
CCCCCCC(=O)Nc1nc(C)c(-c2csc(Nc3ccccc3OC)n2)s1	.	0	46	.	22	.	.	-45	.
CCCCNC(=S)NC(=O)c1ccc([N+](=O)[O-])cc1	.	-1	10	.	-8	.	.	-8	.
COC(=O)c1oc2nc(C)cc(C)c2c1N	0	-6	1	1	-7	129	-7	-3	5
CC(C)CCNC(=O)NC(=O)COC(=O)c1cc(S(=O)(=O)N2CCOCC2)ccc1N1CCCCC1	-3	-2	49	1.1	-13	145	8	-49	1
CC(C)CCNC(=O)c1cc(-c2ccco2)nc2ccccc12	1	-2	-3	1.1	-1	93	3	6	4
CC(C)CC(C(=O)NC1CCCC1)N(Cc1cccs1)C(=O)c1snc(C(N)=O)c1N (stereo unspecified)	-3	.	4	1.2	.	94	-2	-5	-2
O=C(NN=C1CCCC1)C(=O)Nc1cccc(C(F)(F)F)c1	.	-3	2	.	-2	.	.	-2	.
CCN(CC)C(=O)c1cnn(-c2ccccc2)c1NC(=O)c1ccccc1F	2	.	13	1.3	.	106[fluorescence artefact?]	-3	-13	2
CCCc1cc(=O)[nH]c(SCC(=O)N(C)Cc2ccccc2)n1	11	0	-5	1.3	-10	120	-6	5	-1
CCOC(=O)N1CCC(Nc2c(NCCCN(CC)Cc3ccccc3)c(=O)c2=O)CC1	-7	-2	10	.	-5	113	-6	-9	6
Cc1nc2ncnn2c(N2CCN(C(c3ccccc3)c3ccccc3)CC2)c1C	-3	-3	3	1.6	26	43[fluorescence artefact?]	8	-1	-1
O=C(CN1C(=O)c2cccnc2C1=O)c1ccccc1	1	.	7	1.2	.	96	-5	-5	4
O=C(Nc1nc(-c2ccccn2)cs1)C1CC1	-6	0	1	1.4	-11	107	-4	-1	2
O=C1c2ccccc2C(Nc2ccc3c(c2)OCCO3)N1c1ccc(Cl)cn1 (stereo unspecified)	6	3	-1	1.2	-16	83	-4[fluorescence artefact?]	0	7
COc1cc(CC(=O)NCCc2ccc(OCc3ccccc3)cc2)c([N+](=O)[O-])cc1OC	.	8	-12	.	8	.	.	12	.
O=c1[nH]nc(Cc2ccc(-c3ccc(Cl)cc3)o2)c2ccccc12	.	9	-1	.	2	.	.	4	.
CCCCn1c(CN2CCN(c3cccc(Cl)c3)CC2)nc2c1c(=O)[nH]c(=O)n2C	4	.	4	0.7	.	89	-32	0	3
CCCCn1c(=O)n(CC(=O)Nc2c(CC)cccc2CC)c(=O)c2c1nc(CO)n2CCC	5	-6	-11	1.1	-2	113	21	12	3
Cc1ccc2cc(C(c3nnnn3C(C)(C)C)N3CCCC3)c(=O)[nH]c2c1C (stereo unspecified)	3	0	.	1.1	9	50[fluorescence artefact?]	0	.	7
O=C1C2CC=CCC2C(=O)N1c1n[nH]c(-c2ccccc2)n1 (stereo unspecified)	-12	-2	8	.	1	87[fluorescence artefact?]	50[fluorescence artefact?]	-9	-4
COc1ccc2c(c1OC)C(=O)OC2CC(=O)c1ccc(O)c(O)c1 (stereo unspecified)	9	3	6	1	-17	105[fluorescence artefact?]	13	-3	5
CCOc1ccccc1OCC(=O)O	5	-1	-2	1.1	2	87[fluorescence artefact?]	-1	3	10
CCOCCCNCC(=O)N1CCN(S(=O)(=O)c2ccc(C)cc2)CC1	-2	0	1	1.2	-29	121	0	2	5
Oc1ccc2ccccc2c1/C=N/c1nc2c(s1)CCCC2	.	-3	10	.	6	.	.	-8	.
COc1ccc(C(c2c(O)cc(C)oc2=O)c2c(O)cc(C)oc2=O)cc1	.	0	-4	.	-37	.	.	7	.
CCOC(=O)Nc1c(C(=O)OC)[nH]c2cc(OC)ccc12	-1	2	3	1.2	51	114	-4	-4	6
Clc1ccc(-c2cn3nc4c(nc3n2)CCCC4)cc1	12	10	-3	.	39	112	13	1	-1
Cn1c2ccc(F)cc2c2ncn(CCN3CCOCC3)c(=O)c21	5	4	-7	1.2	-30	117	3	5	9
COc1ccc(CCNc2oc(-c3ccco3)nc2C#N)cc1	1	.	-4	0.9	.	95	-15	8	3
Cc1nc(SC2C=CS(=O)(=O)C2)n[nH]1 (stereo unspecified)	10	-4	-16	1	0	109	-5	14	13
CSCCC1C(=O)OC2(C)CC(C)(C)NC(=S)N12 (stereo unspecified)	7[fluorescence artefact?]	.	3	1.3	.	104	-5	2	.
CC(=O)c1c(C)nc2cc(Cl)ccc2c1N	-5	1	6	1.1	-16	93	4	-3	9
O=C1C2C3CCCC3=C3CCCC3C2C(=O)N1c1ccc(F)cc1 (stereo unspecified)	-4	3	8	0.9	-10	97	-13	-8	8
CCc1c(C(=O)NNC(=S)NCC(C)C)csc1C	.	2	6	.	5	.	.	-4	.
O=S(=O)(NCC(c1cccnc1)N1CCN(Cc2ccccc2)CC1)c1ccccc1 (stereo unspecified)	-7	.	.	1	.	122	-8	.	12
O=[N+]([O-])c1ccc(C2CCCC/C2=N\OCc2cccc(F)c2)c([N+](=O)[O-])c1 (stereo unspecified)	.	-3	-16	.	8	.	.	19	.
CCN(CC(=O)Nc1c(C(=O)OC)[nH]c2ccc(C)cc12)c1ccc2c(c1)OCO2	22	2	22	1.1	5	75[fluorescence artefact?]	0	-22	1
CCCCNCc1cccn1-c1ccccc1	5[fluorescence artefact?]	.	-1	1.2	.	106	-3	6	5
O=c1c([N+](=O)[O-])c(N2CCCCCC2)c2ccccc2n1-c1ccccc1	.	-4	-5	.	-3	.	.	8	.
CCCCn1c(=O)n(C)c(=O)c2c3c(sc21)COC(C)(C)C3	-5	-1	.	1.3	0	102[fluorescence artefact?]	1[fluorescence artefact?]	.	3
Cn1nc(C(=O)Nc2c(-c3ccccc3)nc3sccn23)c2ccccc2c1=O	3	-3	10	1.1	4	85[fluorescence artefact?]	16	-12	5
CC1CCN(C(=S)c2cn(Cc3ccc(F)cc3)c3ccccc23)CC1	.	-3	6	.	1	.	.	-4	.
O=C(Nc1ncccn1)c1cccs1	13	0	7	1.2	-8	110[fluorescence artefact?]	1	-6	4
COC1(OC)N=C(N)C2(C#N)C(c3ccc(C)cc3)C12C#N (stereo unspecified)	0	1	-3	1.1	-16	139	3[fluorescence artefact?]	3	7
COc1ccccc1N1CCN(C(=O)Cn2c(=O)[nH]c3ccsc3c2=O)CC1	-2	-2	-3	1.1	-9	120[fluorescence artefact?]	3[fluorescence artefact?]	1	.
O=C(OCC#CCSc1nnc(-c2ccccc2)o1)c1cc2ccccc2o1	-8	-2	-9	1.2	-10	104	-1	4	-5
O=C(O)C1Nc2c(O)cccc2C2C=CCC12 (stereo unspecified)	40[fluorescence artefact?]	73	.	1.4	-11	-6[fluorescence artefact?]	99*[fluorescence artefact?]	.	6
Cc1nnc(NC(=O)CSc2nc(C(C)C)nc3ccccc23)s1	.	0	-2	.	-5	.	.	5	.
O=c1oc(-c2ccco2)nc2c1cnn2-c1ccccc1	-4	-2	5	1	3	88	0[fluorescence artefact?]	-6	0
CCCC(=O)Nc1cc(OC)c(NC(=O)NC2CCCCC2)cc1OC	-6	0	66	1.1	-7	121	-1[fluorescence artefact?]	-66	6
COc1ccc(NC(=O)c2c(OC)cccc2OC)c(OC)c1	4	4	3	1.1	6	83[fluorescence artefact?]	43	0	6
CCOc1cc(C(=O)Nc2ccc3c4c(cccc24)C(=O)N3CC)cc(OCC)c1OCC	.	-4	5	.	6	.	.	-4	.
COc1ccc(C)cc1S(=O)(=O)Nc1cccc(Cl)c1Cl	-3	.	-9	1.1	.	101	-12[fluorescence artefact?]	9	4

Next section.
SMILES	Smad3 inh	CD11b adhes enh	sEH inh	MT1-MMP txn act	Mac1 fbg inh	ERa coact pot	ERb SRC1 inh	sEH act	Calb biofilm kill
COc1cc(C(=O)Nc2ccc(O)cc2C(=O)O)ccc1OC(C)=O	.	-5	6	1.2	-4	.	.	-5	.
Cc1ccc(S(=O)(=O)Cn2nnnc2C(CC(C)C)N2CCN(c3ccccc3)CC2)cc1 (stereo unspecified)	1	.	-6	1.1	.	110	-3	6	7
CC(=O)c1cccc(N=C2NC(=O)C(CO)(CO)S2)c1	1	.	-9	1.1	.	111	-129[fluorescence artefact?]	12	-2
COc1cc(/C=C(/C#N)C(=O)NCCc2c[nH]c3ccccc23)ccc1OCc1ccccc1F	.	-2	-5	.	-7	.	.	6	.
O=[N+]([O-])c1ccc(/C=N\N2CCN(c3ccc(Cl)cc3)CC2)cc1	.	15	4	.	1	.	.	-5	.
Cc1ccc(O)c(C(=O)c2cnc3c(c2)CN(C)C(=O)N3)c1	.	-5	1	.	3	.	.	-3	.
Cc1ccc(S(=O)(=O)NC(C)C(=O)NC2CCCCCC2)cc1 (stereo unspecified)	1	3	10	1.2	2	111	-4	-7	-5
C/C(=C1/SC(N2CCCC2)=NC1=O)c1ccc(Br)cc1	0	1	4	1.3	-13	100	2	-4	11
CC(CO)Nc1nc(SCc2ccccc2)nc2sc3c(c12)CCC3 (stereo unspecified)	-15	.	-3	1.1	.	82	-3	5	4
c1ccc(Cn2c(SCc3cn4cccnc4n3)nnc2-c2ccco2)cc1	.	3	-1	1	2	.	.	1	.
CCOC(=O)c1nn(-c2cccc(Cl)c2)c2nc(CC(C)C)c(C#N)c(=O)n12	-3	.	1	1.2	.	110	4	1	4
COc1ccc2nc(NC3=NCN(CC4CCCO4)CN3)nc(C)c2c1 (stereo unspecified)	8	-4	.	1	-6	90	10	.	7
CC1CCN(c2nc3c(c(=O)n(C)c(=O)n3C)n2CCSc2nc3ccccc3s2)CC1	-4	4	-15	1.2	3	112	1	15	0
CCOC(=O)c1cc2sccc2n1Cc1ccc(C#N)cc1	18	4	-6	1	-17	111	-5	6	2
c1ccc(-n2nnnc2Oc2ccc(-c3nnco3)cc2)cc1	-10	.	-7	1.2	.	109	-6	9	9

3 of the compounds above, with each value named:
> CC(CO)Nc1nc(SCc2ccccc2)nc2sc3c(c12)CCC3 (stereo unspecified)
  Smad3 inh: -15 | CD11b adhes enh: . | sEH inh: -3 | MT1-MMP txn act: 1.1 | Mac1 fbg inh: . | ERa coact pot: 82 | ERb SRC1 inh: -3 | sEH act: 5 | Calb biofilm kill: 4

> c1ccc(Cn2c(SCc3cn4cccnc4n3)nnc2-c2ccco2)cc1
  Smad3 inh: . | CD11b adhes enh: 3 | sEH inh: -1 | MT1-MMP txn act: 1 | Mac1 fbg inh: 2 | ERa coact pot: . | ERb SRC1 inh: . | sEH act: 1 | Calb biofilm kill: .

> CCOC(=O)c1nn(-c2cccc(Cl)c2)c2nc(CC(C)C)c(C#N)c(=O)n12
  Smad3 inh: -3 | CD11b adhes enh: . | sEH inh: 1 | MT1-MMP txn act: 1.2 | Mac1 fbg inh: . | ERa coact pot: 110 | ERb SRC1 inh: 4 | sEH act: 1 | Calb biofilm kill: 4
